# Bioassay records deposited in PubChem by several laboratories.
# PrPC TRFRET: inhibitors of human cell surface prion protein PrPC, primary screen, cell-based, TR-FRET; inhibition, % at 13.8 µM; 370,000 tested, 0.43% active; TR-FRET read-out; Major prion protein (Homo sapiens), P04156; in the data active = inhibition above about 24%; also: 0% = median of the test wells and 100% = reference compound wells
# TcdB GH inh: TcdB glycohydrolase inhibitors, primary screen, biochemical, single point, plate reader; TcdB glycohydrolase enzymatic assay; 350,000 tested, 0.24% active; inhibition, % at 9.99 µM; in the data active = inhibition above about 10%
# PfHsp40 yeast: rescue of yeast from PfHsp40 toxicity, primary screen, S. cerevisiae, ATP luminescence; growth rescue, % at 12.5 µM; 340,000 tested, 0.68% active; S. cerevisiae expressing PfHsp40, growth rescue; AID 504582, 2011; in the data active = growth rescue above about 28%, passing the limit was not always enough; inconclusive = no clear call, values can overlap the other calls;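 also: yeast W303a lacking pdr1 and pdr3 grown in galactose medium; growth measured after three days at 30 °C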
# PriA SSB inh: inhibitors of Klebsiella pneumoniae PriA binding to SSB C-terminal tail, primary screen, biochemical, AlphaScreen. inhibition, % at 33 µM. AlphaScreen SSBct-PriA binding, biotinylated peptide. 430,000 tested, 0.6% active; in the data active = inhibition mostly above about 37%, no sharp cut-off; inactive = mostly below about 20%;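 also: plate controls were negative control peptide for no effect and reference peptide for full effect; strong numbers were not always called active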
# Anthrax LF prot: Bacillus anthracis LF protease inhibitors, primary screen, biochemical, multiplex microsphere, MLPCN library. multiplex microsphere protease cleavage assay. inhibition, % at 10 µM. 360,000 tested, 0.12% active. AID 588501, 2011; also: plate controls were buffer without enzyme for full effect and enzyme alone for no effect
# Target sequence (P15917 whole entry, looked up): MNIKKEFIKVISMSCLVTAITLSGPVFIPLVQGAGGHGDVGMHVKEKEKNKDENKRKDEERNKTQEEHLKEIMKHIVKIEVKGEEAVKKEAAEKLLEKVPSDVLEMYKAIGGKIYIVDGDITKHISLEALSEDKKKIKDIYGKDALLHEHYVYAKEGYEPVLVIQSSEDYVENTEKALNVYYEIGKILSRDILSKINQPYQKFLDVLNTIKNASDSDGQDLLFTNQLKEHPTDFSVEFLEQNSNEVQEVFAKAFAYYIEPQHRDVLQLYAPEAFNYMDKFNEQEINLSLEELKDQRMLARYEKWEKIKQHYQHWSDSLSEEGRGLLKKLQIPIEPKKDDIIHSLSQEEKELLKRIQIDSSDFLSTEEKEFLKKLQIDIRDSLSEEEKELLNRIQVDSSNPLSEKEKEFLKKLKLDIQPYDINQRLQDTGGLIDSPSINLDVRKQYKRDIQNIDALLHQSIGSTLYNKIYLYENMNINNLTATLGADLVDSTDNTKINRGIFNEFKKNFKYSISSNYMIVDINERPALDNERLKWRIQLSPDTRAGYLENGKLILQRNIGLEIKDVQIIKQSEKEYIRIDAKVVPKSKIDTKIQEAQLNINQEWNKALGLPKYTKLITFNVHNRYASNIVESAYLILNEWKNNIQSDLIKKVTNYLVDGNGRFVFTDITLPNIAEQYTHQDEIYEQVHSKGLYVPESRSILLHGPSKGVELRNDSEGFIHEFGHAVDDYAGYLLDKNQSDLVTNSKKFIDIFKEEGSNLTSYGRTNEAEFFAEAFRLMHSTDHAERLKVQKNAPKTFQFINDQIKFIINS
# BoNT-A LC inh2: BoNT/A light chain protease inhibitors, primary screen, biochemical, flow cytometry, MLPCN library | inhibition, % at 10 µM | multiplex microsphere protease substrate cleavage | Botulinum neurotoxin type A light chain protease (Clostridium botulinum A str. ATCC 3502) | 360,000 tested, 0.17% active; also: plate controls were buffer without enzyme for full effect and enzyme alone for no effect
# Y pestis TopoI: Yersinia pestis topoisomerase I inhibitors, primary screen, biochemical, cleavage product accumulation, plate reader, single point; DNA topoisomerase I (Yersinia pestis CO92); activity, % at 10 µM; Y. pestis Topo-I cleavage product accumulation; 360,000 tested, 0.064% active; in the data active = activity above about 50%, passing the limit was not always enough; inconclusive = no clear call, values can overlap the other calls; also: inactives centre near 2
# Vc quorum ag: inducers of Vibrio cholerae quorum light production without autoinducers, primary screen, BH1578 luxS cqsA deficient, single point; 350,000 tested, 0.16% active; V. cholerae BH1578 lux reporter, luminescence, 6 h; activation, % at 18.7 µM; AID 588436, 2011; in the data active = activation mostly above about 9.7%, no sharp cut-off; inconclusive = no clear call, values can overlap the other calls; inactive = mostly below about 3.7%; also: not every result past the cut was called active; inactives centre near 0; reference of the scale not given here
# 3CLpro inhibitor: SARS-CoV 3CLpro protease inhibitors, primary screen, biochemical, quenched FRET | recombinant SARS-CoV 3CLpro, quenched FRET peptide cleavage | inhibition, % at 6 µM | 290,000 tested, 0.14% active | AID 1706, 2009; in the data active = inhibition above about 12%
# The depositor's hits bear a star; i = inactive; ? = inconclusive; · = not tested or not shown. Rule as the data show it, unless noted: active = inhibition above about 30%; inconclusive = no clear call, values can overlap the other calls; inactive = below that. A portion of the library. The share of hits here may be higher or lower than overall.
SMILES	PrPC TRFRET	TcdB GH inh	PfHsp40 yeast	PriA SSB inh	Anthrax LF prot	BoNT-A LC inh2	Y pestis TopoI	Vc quorum ag	3CLpro inhibitor
CCC/C(O)=C1\C(=O)CC(c2ccccc2)CC1=NCCc1c(C)[nH]c2ccccc12 (stereo not drawn)	0	1.8	0.7	·	-1	0.3	28	-0.2	-4
COC(=O)c1sc(N2CCN(c3ccc(Cl)cc3)CC2)nc1N	15	0.8	-0.3	-5	-3	-0.2	2	-0.4	4
COc1ccc(C(=O)Nc2cc(C(=O)c3ccccc3)c(C)oc2=O)cc1	6	·	6.6	2	-6	-0.2	-11	-0.2	0
CCCCn1nnnc1C(c1cc2ccccc2o1)N1CCN(C/C=C/c2ccccc2)CC1 (stereo not drawn)	4	1.8	·	·	0	-0.8	·	·	·
Cc1cccc(C)c1Nc1nnc(SCc2nc3ccccc3c(=O)[nH]2)s1	3	·	1.4	-3	0	2.5	-2	i	2
CCCn1c(N)c(C(=O)CSc2nnc(C3CC3)n2-c2ccccc2)c(=O)[nH]c1=O	-5	-1.9	-1.2	7	2	-0.4	12	-3.2	·
Nc1ccc2ccccc2c1[N+](=O)[O-]	-6	0.3	0.5	5	-2	0.1	-3	·	·
Cc1ccc(S(=O)(=O)N2CCN(C(=O)C3CSC4(C)CCC(=O)N34)CC2)cc1C (stereo not drawn)	-1	1.7	0.4	-1	-2	-1.5	4	i	·

# As a short view, some entries already given.
SMILES	PrPC TRFRET	TcdB GH inh	PfHsp40 yeast	PriA SSB inh	Anthrax LF prot	BoNT-A LC inh2	Y pestis TopoI	Vc quorum ag	3CLpro inhibitor
CCC/C(O)=C1\C(=O)CC(c2ccccc2)CC1=NCCc1c(C)[nH]c2ccccc12 (stereo not drawn)	0	1.8	0.7	·	-1	0.3	28	-0.2	-4
COC(=O)c1sc(N2CCN(c3ccc(Cl)cc3)CC2)nc1N	15	0.8	-0.3	-5	-3	-0.2	2	-0.4	4
COc1ccc(C(=O)Nc2cc(C(=O)c3ccccc3)c(C)oc2=O)cc1	6	·	6.6	2	-6	-0.2	-11	-0.2	0
CCCCn1nnnc1C(c1cc2ccccc2o1)N1CCN(C/C=C/c2ccccc2)CC1 (stereo not drawn)	4	1.8	·	·	0	-0.8	·	·	·

# Going on with the list.
SMILES	PrPC TRFRET	TcdB GH inh	PfHsp40 yeast	PriA SSB inh	Anthrax LF prot	BoNT-A LC inh2	Y pestis TopoI	Vc quorum ag	3CLpro inhibitor
O=S(=O)(Nc1ccc(F)cc1)c1cccc2nsnc12	-21	1.0	-1.9	2	-5	-0.3	2	i	-3
COc1ccc(C(=O)c2c3ccc([N+](=O)[O-])cc3[n+]([O-])n2CCCC(N)=O)cc1	8	0.9	2.1	-7	0	0.8	-11	0.6	·
COc1ccc(-c2cc(C(F)(F)F)c3c(=O)n(-c4ccccc4)[nH]c3n2)cc1	·	·	?	6	-2	-2.3	-8	-0.4	3
CC(=O)c1ccc(CCCC(=O)O)cc1	-7	·	-1.1	-1	?	?	-11	i	4
Cc1ccc(S(=O)(=O)N2CCCCC2)cc1NC(=O)c1cc(=O)[nH]c2ccccc12	-3	1.4	0.5	6	-5	1.5	10	0.6	·
CC(C)(C)OC(=O)N1CC2Cc3[nH]c(=O)ccc3C(C2)C1 (stereo not drawn)	6	·	-1.1	-11	-1	-0.3	7	-0.2	4
CC1C(=O)NN=C1C(=O)N/N=C/c1ccco1 (stereo not drawn)	-9	-9.9	-0.6	·	-4	1.6	-9	-0.1	4
Cc1ccccc1CC(=O)NCCN1CCCCC1	-1	0.0	-0.6	-15	5	-3.1	2	i	1
COc1cccc(CNc2nc3ccc(C)cc3n3cnnc23)c1	3	0.9	-0.3	-14	-10	-1.4	-7	0.0	-1
CC(=O)c1cccc(NC(=O)c2cc(S(=O)(=O)N3CCCCC3)ccc2N2CCOCC2)c1	15	0.5	·	·	2	-0.1	12	-7.7	·
Cc1ccc(S(=O)(=O)N2CCCC2C(=O)OCC(=O)Nc2ccc3c(c2)OCO3)cc1 (stereo not drawn)	-3	·	-0.2	2	0	0.2	3	4.3	-4
O=c1c2ccccc2nc(-c2cccs2)n1-c1cnccn1	-5	·	1.2	-14	-2	1.3	-6	i	7
O=C(Nc1nc2ccc(Cl)cc2s1)c1cccc(N2C(=O)CCC2=O)c1	-4	1.7	-1.3	-2	-4	2.7	7	i	·
COc1ccc(-c2cc(CNC(=O)CN(C)Cc3ccccc3)on2)cc1	5	·	0.6	-7	-2	-0.4	22	i	6
O=[N+]([O-])c1ccc(CN2CCCCCC2)s1	-15	-0.6	-1.5	-22	0	1.0	-1	-0.7	0
C(=C\c1ccccc1)/CN1CCN(C(c2ccccc2)c2nnnn2C2CCCCC2)CC1 (stereo not drawn)	-1	1.5	·	·	-4	-0.4	·	·	·

# Full records, looked up by structure. Screens in order: PrPC TRFRET, TcdB GH inh, PfHsp40 yeast, PriA SSB inh, Anthrax LF prot, BoNT-A LC inh2, Y pestis TopoI, Vc quorum ag, 3CLpro inhibitor
# `COc1cccc(CNc2nc3ccc(C)cc3n3cnnc23)c1` is listed as 3, 0.9, -0.3, -14, -10, -1.4, -7, 0.0, -1
# `CC(=O)c1cccc(NC(=O)c2cc(S(=O)(=O)N3CCCCC3)ccc2N2CCOCC2)c1` is listed as 15, 0.5, ·, ·, 2, -0.1, 12, -7.7, ·
# `O=C(Nc1nc2ccc(Cl)cc2s1)c1cccc(N2C(=O)CCC2=O)c1` is listed as -4, 1.7, -1.3, -2, -4, 2.7, 7, i, ·
# `O=[N+]([O-])c1ccc(CN2CCCCCC2)s1` is listed as -15, -0.6, -1.5, -22, 0, 1.0, -1, -0.7, 0
# `C(=C\c1ccccc1)/CN1CCN(C(c2ccccc2)c2nnnn2C2CCCCC2)CC1` (stereo not drawn) is listed as -1, 1.5, ·, ·, -4, -0.4, ·, ·, ·

# The list continues.
SMILES	PrPC TRFRET	TcdB GH inh	PfHsp40 yeast	PriA SSB inh	Anthrax LF prot	BoNT-A LC inh2	Y pestis TopoI	Vc quorum ag	3CLpro inhibitor
O=[N+]([O-])c1cccc(-c2ccc(/C=N/NC(=S)NCc3ccco3)o2)c1	4	-0.3	2.1	·	-8	-0.4	-12	i	5
O=C(Nc1ccc2c3c(cccc13)CC2)c1cccc([N+](=O)[O-])c1	-13	1.5	1.4	4	-1	-0.5	-7	-0.2	-2
O=C(Nc1ccc(Cl)c(S(=O)(=O)N2CCOCC2)c1)c1cc(-c2ccccn2)nc2ccccc12	-7	0.8	-0.2	-5	0	-1.1	17	-0.1	4
COc1ccc(Cc2noc(CN(C)Cc3cccc(-n4cccn4)c3)n2)cc1OC	-2	0.3	0.3	-3	0	-0.2	5	-0.1	-2
CC(=O)NCCc1nc2ccccc2n1Cc1cc(C)ccc1C	-5	-0.7	0.1	4	-4	0.2	4	0.7	5
CC1(C)CC(=O)C(Sc2ccccc2C(=O)O)=C(O)C1	2	6.4	-0.5	8	-4	-1.1	6	i	-4
COC(=O)c1ccccc1S(=O)(=O)N1CCC(C(=O)OCc2cccc(OC)c2OC)CC1	-6	1.0	0.5	3	0	8.1	26	1.9	·
O=C(N[C@H](CO)Cc1ccccc1)c1ccco1	9	·	-2.4	0	4	-0.6	10	i	·
CCOC(=O)c1ccc(-c2ccc(CO)o2)cc1	-7	·	1.3	-1	-11	-0.5	4	i	3
CCOC(=O)C(O)(c1ccc(N(CC)S(=O)(=O)c2ccccc2)cc1)C(F)(F)F (stereo not drawn)	11	·	0.1	-19	4	0.2	31	-17	2
CCOc1ccc2c(c1)-c1c(ssc1=S)C(C)(C)N2C	-2	·	1.4	8	-13	-0.5	-7	-0.3	-2
O=C(O)CCC(=O)Nc1sc2c(c1C(=O)Nc1cccc3ccccc13)CCCCC2	0	·	0.1	6	-4	3.6	6	-0.5	4
CC1=C(C(=O)Nc2cccc(C(=O)NC(C)C)c2)SCCO1	3	-0.6	-1.0	8	2	0.3	0	-0.8	2
c1ccc(-c2nc(-c3ccc(-c4ccon4)s3)no2)cc1	-5	0.1	-0.1	7	0	-1.2	-5	i	2
CN1C(=O)N(C)C(=O)C2(Cc3cc([N+](=O)[O-])ccc3N(C)C2)C1=O	-3	0.0	-0.5	-1	-8	0.1	1	-0.5	3
COC(=O)C1CCN(C(=O)c2ccc(NC(C)=O)cc2)CC1	8	·	-0.4	-5	-1	-2.7	10	i	-4
O=C1CCC(C(=O)N2CCCCCC2)CN1CCc1ccc(Cl)cc1 (stereo not drawn)	-6	0.5	0.8	-1	-1	0.1	6	-0.5	0
Oc1ccc(/C=N/N(Cc2ccccc2)c2ccccc2)c(O)c1O	-2	-3.9	42*	·	-8	0.4	-18	-0.8	7
Cc1cccc(C(=O)NCC(=O)N2CCN(S(=O)(=O)c3cc(C)ccc3C)CC2)c1	10	0.2	0.2	2	5	-4.0	-1	i	·
CC(=Nc1ccc(C)cc1C)c1sc2ccccc2c1O	-1	0.4	0.6	-34	-4	0.3	-10	-0.3	-1
CC1(C)CC(=O)C2=C(C1)N(Cc1ccco1)C(=O)NC2(C(F)(F)F)C(F)(F)F	15	·	-0.1	-5	5	-0.1	-3	3.0	-1
CC(=O)Nc1ccc(S(=O)(=O)N[C@@H](C)C(=O)OCC(=O)c2ccc[nH]2)cc1	-5	0.2	-0.9	-4	-2	-0.2	5	i	·
CCc1nnc(NC(=O)CSc2nnc(-c3cccnc3)n2CC)s1	7	·	-1.5	6	3	-0.1	-9	-2.0	3
Cc1nnnn1/C(=C\c1ccccc1)C(=O)OCC(=O)Nc1cccc(S(=O)(=O)N(C)C)c1	-6	1.3	-0.1	-15	-6	-0.2	10	-0.4	·
O=C(OCC(=O)N1CCc2ccccc21)c1ccc([N+](=O)[O-])o1	-33	-0.1	?	2	2	1.2	-6	i	·
CCSc1nsc(NC(=O)Nc2ccccc2OC)n1	12	1.6	1.5	-7	20	-0.3	-2	i	-2
CC(C)n1nc(C(=O)Nc2ccccc2N2CCOCC2)c2ccccc2c1=O	0	·	-1.2	-8	-1	0.1	-2	-0.4	2
Cc1cc(C(=O)Nc2nc3c(C)cccc3s2)c(C)o1	2	·	0.0	-11	3	-0.5	-5	25	3
CCOC(=O)N1CCN(C(=O)C2CCN(C(=O)c3cc(OC)cc(OC)c3)CC2)CC1	-8	·	-1.2	-2	1	-0.8	-6	-0.3	-3
Oc1ccc(-c2nc3c4c(ncn3n2)-c2ccccc2CC42CCCC2)cc1	-2	·	-1.6	-1	-2	-1.7	-1	-0.3	-2
COc1ccc(-n2nc3c(c2NC(=O)CBr)CSC3)cc1	12	-0.4	0.5	-19	-1	3.8	0	i	0
c1ccc(OCCCN2CCCC2)cc1	-1	·	-0.4	-9	1	0.3	-8	-0.5	-9
CN(C)CCNC(=O)/C(=N\O)c1ccccn1	2	0.0	6.5	·	-2	0.2	10	-2.7	-6
OCC1(CCCc2ccccc2)CCN(C2CCSCC2)CC1	-2	0.1	-1.1	11	0	0.3	-8	-0.4	2
CSCCC(N=C1NS(=O)(=O)c2ccccc21)C(=O)NCCc1ccccc1 (stereo not drawn)	1	0.8	0.4	12	-3	2.0	8	i	3
